# S1P3 antag – antagonists of human S1P3 receptor | 170,000 compounds, 0.27% hits | inhibition, % at 4.98 µM | CHO S1P3 NFAT-BLA reporter, FRET fluorescence, antagonist mode | Q99500;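 active = inhibition above the plate cutoff, the mean inhibition of test wells on that plate plus 3 SD, cut at about 28% in these data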;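 also: cells challenged with S1P at its EC80 of 0.8 µM; blue over green emission ratio from cleaved BLA substrate after 4 h stimulation; 0% = S1P-stimulated wells and 100% = unstimulated DMSO-only wells; some compounds past the cut are filed as inactive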
# PPARg SRC-2 ag – promotes SRC-2 coactivator recruitment by human PPARgamma. P37231. PPARgamma LBD-SRC-2 recruitment, biochemical. activation, % at 8 µM. 200,000 compounds, 0.34% hits; in the data active = activation above about 22%;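 also: 0% = vehicle and 100% = reference agonist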
# Target sequence (P37231 whole entry, looked up, the tested form may be a part): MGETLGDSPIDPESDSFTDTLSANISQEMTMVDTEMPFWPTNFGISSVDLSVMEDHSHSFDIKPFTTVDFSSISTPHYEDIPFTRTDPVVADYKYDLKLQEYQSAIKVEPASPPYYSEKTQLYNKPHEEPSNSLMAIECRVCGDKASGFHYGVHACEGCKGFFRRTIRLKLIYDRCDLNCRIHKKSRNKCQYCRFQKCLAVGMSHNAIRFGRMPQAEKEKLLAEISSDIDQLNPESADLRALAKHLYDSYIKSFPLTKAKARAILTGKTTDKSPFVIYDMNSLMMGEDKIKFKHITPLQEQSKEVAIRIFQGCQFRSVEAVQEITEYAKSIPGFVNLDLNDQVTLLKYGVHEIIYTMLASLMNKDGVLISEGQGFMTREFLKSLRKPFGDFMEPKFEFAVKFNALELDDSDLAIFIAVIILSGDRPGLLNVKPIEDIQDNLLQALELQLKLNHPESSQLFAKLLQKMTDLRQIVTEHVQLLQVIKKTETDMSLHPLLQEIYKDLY
# TR-FRET SRC-2 ct – flags TR-FRET format artefacts in PPARgamma SRC-2 recruitment agonist screen. 200,000 compounds, 0.4% hits. TR-FRET ratio at 8 µM. TR-FRET artefact counter-screen; hits give high values. AID 1049; in the data active = TR-FRET ratio above about 2000; also: inactives centre near 1500; reference of the scale not given here
# PPARg SRC-1 ag – agonists of human PPARgamma SRC-1 coactivator recruitment | 200,000 compounds, 0.41% hits | P37231 | activation, % at 8 µM | PPARgamma-SRC-1 coactivator recruitment biochemical assay; in the data active = activation above about 19%;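 also: 0% = DMSO and 100% = reference agonist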
# ROMK primary – modulates human ROMK potassium channel activity; P48048; 130,000 compounds, 2% hits; Tet-inducible ROMK, thallium flux fluorescence; actives lie on both sides; B-score at 10 µM;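 active = signal ratio slope over the read window, or its plate-corrected B-score, at least 3 SD from the plate mean, either direction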;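 also: B-score of the F/F0 ratio slope over 7 to 12 s after thallium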
# Target sequence (P48048 whole entry, looked up): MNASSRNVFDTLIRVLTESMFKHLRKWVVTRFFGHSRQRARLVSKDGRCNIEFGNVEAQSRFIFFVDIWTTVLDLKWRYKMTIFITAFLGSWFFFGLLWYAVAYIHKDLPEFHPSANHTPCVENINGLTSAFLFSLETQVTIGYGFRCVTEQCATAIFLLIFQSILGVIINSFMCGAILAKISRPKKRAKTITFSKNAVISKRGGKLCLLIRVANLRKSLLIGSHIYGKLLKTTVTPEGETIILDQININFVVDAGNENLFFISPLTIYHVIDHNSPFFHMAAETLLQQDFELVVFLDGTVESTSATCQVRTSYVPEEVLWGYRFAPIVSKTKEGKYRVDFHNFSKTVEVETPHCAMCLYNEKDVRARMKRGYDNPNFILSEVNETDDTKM
# Redox H2O2 prof – compounds producing H2O2 with reducing agent – biochemical, NIH compound library profiling, artefact control for MLSCN library redox annotation, primary screen. 200,000 compounds, 0.03% hits. activation, % at 10 µM. DTT-dependent redox cycling H2O2, phenol red/HRP absorbance; 100% = 100 µM peroxide control, 0% = buffer. AID 878;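 active = activation of at least 50% relative to the plate's high and low controls in the primary single-dose screen; inactive = activation below 50%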;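 also: compound incubated with DTT at 0.8 mM final as the reducing agent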
# L major viab – Leishmania major promastigote growth inhibition; Leishmania major promastigotes, resazurin fluorescence viability; inhibition, % at 10 µM; 200,000 compounds, 9% hits; AID 1063; in the data active = inhibition above about 50%;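 also: promastigotes grown with compound for 44 hours at 28 °C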
# bIAP inhibitor – blocks bovine intestinal alkaline phosphatase activity | purified bovine IAP, CDP-star luminescence, 30 min | inhibition, % at 20 µM | 190,000 tested, under 10 active | AID 1019;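 active = over 50% inhibition of intestinal alkaline phosphatase at 20 µM in the single-dose screen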
#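 Assay system – bovine IAP enzyme · Quantity – bovine IAP at 1/65,000,000 final dilution · Detection – CDP-star luminescence signal · Times – 30 min reaction at room temperature · Also added – CDP-star substrate at 30 µM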
# TLR4 MyD88 comp – inhibitors of human TLR4-MyD88 binding; O00206+Q99836; HeLa CL3-4 TLR4/MyD88 BLA complementation, FRET ratio; inhibition, % at 8.4 µM; 200,000 compounds, 0.18% hits; in the data active = inhibition above about 25%;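 also: 0% = vehicle and 100% = reference inhibitor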
# bIAP activator – intestinal alkaline phosphatase (bovine) activation; purified bovine IAP, CDP-star luminescence, 30 min; hits give high values; fold of DMSO-control signal, blank-subtracted; activation factor at 20 µM; 200,000 compounds, 0.17% hits; AID 1016;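 active = activation factor of 2 or more at 20 µM, a signal rise over negative controls twice the positive control's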
# PPARg SRC3 recr – agonists of human PPARgamma SRC-3 coactivator recruitment; P37231; AID 731; 200,000 compounds, 0.26% hits; activation, % at 8 µM; biochemical PPARgamma/SRC-3 coactivator recruitment assay; in the data active = activation above about 23%;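 also: 0% = DMSO and 100% = reference agonist; some compounds past the cut are filed as inactive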
# Numbers without * were called inactive; / = no result given. This is a random part of the collection, and some 11% of all compounds hit somewhere here.
mol,S1P3 antag,PPARg SRC-2 ag,TR-FRET SRC-2 ct,PPARg SRC-1 ag,ROMK primary,Redox H2O2 prof,L major viab,bIAP inhibitor,TLR4 MyD88 comp,bIAP activator,PPARg SRC3 recr
O=C(Cc1cccs1)Nc1cccc([N+](=O)[O-])c1,-9,-6,1603,-7,-0.23,-2.1,9,-6,2,1.1,-4
Cc1occc1-c1nnc(SCC(=O)N2CC(=O)Nc3ccccc32)n1CC(C)C,-18,-2,1776,2,2,0.2,-5,10,11,0.9,8
COc1ccc(CNC(=O)CNC(=O)c2c(C)nn(C)c2Cl)cc1,-22,6,1404,0,0.18,0.0,4,-27,5,1.3,7
COc1cc(NC(=O)CN2C(=O)c3ccccc3S2(=O)=O)c(OC)cc1Cl,-17,0,1450,-1,/,3.3,-10,5,-1,1,3
COc1ccccc1NC(=O)C1C2C=CC3(CN(Cc4cccnc4)C(=O)C13)O2 (stereo not drawn),4,4,1567,-3,/,-0.6,-4,-6,2,1.1,5
COc1ccccc1NC(=O)COc1ccc(/C=N/NC(=O)CSCc2cc(C)cc(C)c2)cc1,-16,4,1640,6,/,0.3,-4,-7,0,1.1,4
COc1ccc2c(c1OC)C(=O)NC(C)=C(C(=O)OC(C)(C)C)C2O (stereo not drawn),11,0,1564,-4,/,-3.1,8,2,12,1,-6
CCCC(C)NC(=O)CSc1nnc2ccccn12 (stereo not drawn),-12,-8,1629,0,1,-0.1,13,12,-5,0.9,2
CC(C)N(C(=O)CSc1nnnn1-c1ccc2c(c1)OCO2)C(C)C,-4,12,1600,4,0.82,-1.0,24,5,4,0.9,-1
Cc1sc2nc(CN3CCOCC3)nc(N3CCC(C(N)=O)CC3)c2c1C,3,9,1507,12,0.82,2.1,-1,/,6,/,-6
O=C1C2C3C=CC(C3)C2C(=O)N1c1nc2ccccc2s1 (stereo not drawn),/,5,1431,5,0.12,0.5,-7,14,-14,0.9,4
COc1cccc(C(=O)Nc2ccc(NC(=O)c3ccco3)cn2)c1,/,-4,1390,-4,/,2.1,4,2,-3,1,-5

# The list goes on.
mol,S1P3 antag,PPARg SRC-2 ag,TR-FRET SRC-2 ct,PPARg SRC-1 ag,ROMK primary,Redox H2O2 prof,L major viab,bIAP inhibitor,TLR4 MyD88 comp,bIAP activator,PPARg SRC3 recr
CCOC(=O)c1ccc(-c2ccc(/C=N/NC(=O)CN(c3ccccc3Br)S(C)(=O)=O)o2)cc1,-15,9,1586,4,-0.25,-0.5,24,13,-6,0.9,9
CCC(C)c1ccc(NC(=S)NCCn2cc(Br)cn2)cc1 (stereo not drawn),4,10,1636,6,-1.6,-0.8,8,17,-6,0.8,1
COc1ccc(NC(=O)CN2CCN(Cc3ccc4c(c3)OCO4)CC2)cc1OC,/,1,1614,4,0.2,-1.3,71*,-13,2,1.1,-1
Cc1nc(-c2cccnc2)sc1C(=O)Nc1ccc(F)cc1F,/,4,1538,3,/,3.1,-2,3,0,1,8
O=[N+]([O-])c1cccc(-c2nc(-c3cccs3)c(-c3cccs3)[nH]2)c1,/,8,1660,10,/,1.9,16,17,-9,0.8,17
Cc1ccc(NC(=O)COc2ccc3oc4c(c3c2)CCCC4)nc1,-1,-2,1427,-1,/,4.1,-4,3,6,1,-1
Cc1ccsc1/C=C1\Oc2cc(OCC(=O)c3ccccc3)ccc2C1=O,-15,1,1591,5,/,0.4,-4,6,2,0.9,2
CCCCNC(=S)Nc1ccc([N+](=O)[O-])cc1,9,0,1580,4,0.98,-0.4,49,2,2,1,4
CCc1nnc(NC(=O)CSc2nnc(CNC(=O)c3cc(OC)c(OC)c(OC)c3)o2)s1,13,-4,1529,12,-0.046,-2.3,-3,9,-11,0.9,1
Cn1cc(CN2CCCC(CO)(Cc3ccccc3)C2)c2ccccc21 (stereo not drawn),-3,4,1559,7,-2.9,-0.7,43,0,7,1,1
Cc1cccn2c(CNC3CCCc4ccccc43)c(C(=O)N3CCCCC3)nc12 (stereo not drawn),13,-6,1679,-2,-3*,0.0,24,-2,-3,1,4
Cc1cc(C)c(-c2c(O)c3c(n(C)c2=O)CC(C)(C)CC3=O)c(C)c1,-16,12,1816,2,0.43,-0.6,0,6,-3,0.9,1

# Arranged by value in PPARg SRC-2 ag (lowest first): some entries from above
compound,S1P3 antag,PPARg SRC-2 ag,PPARg SRC-1 ag,ROMK primary,Redox H2O2 prof,bIAP inhibitor,TLR4 MyD88 comp,bIAP activator,PPARg SRC3 recr
Cc1cccn2c(CNC3CCCc4ccccc43)c(C(=O)N3CCCCC3)nc12 (stereo not drawn),13,-6,-2,-3*,0.0,-2,-3,1,4
CCCCNC(=S)Nc1ccc([N+](=O)[O-])cc1,9,0,4,0.98,-0.4,2,2,1,4
Cc1ccsc1/C=C1\Oc2cc(OCC(=O)c3ccccc3)ccc2C1=O,-15,1,5,/,0.4,6,2,0.9,2
CCOC(=O)c1ccc(-c2ccc(/C=N/NC(=O)CN(c3ccccc3Br)S(C)(=O)=O)o2)cc1,-15,9,4,-0.25,-0.5,13,-6,0.9,9
CCC(C)c1ccc(NC(=S)NCCn2cc(Br)cn2)cc1 (stereo not drawn),4,10,6,-1.6,-0.8,17,-6,0.8,1

# New compounds follow:
mol,S1P3 antag,PPARg SRC-2 ag,TR-FRET SRC-2 ct,PPARg SRC-1 ag,ROMK primary,Redox H2O2 prof,L major viab,bIAP inhibitor,TLR4 MyD88 comp,bIAP activator,PPARg SRC3 recr
O=c1c2[nH]c3ccccc3c2ncn1Cc1cccnc1,6,12,1632,3,/,1.7,-8,2,-4,1,-15
CCn1c(SCC(=O)NCc2ccc3c(c2)OCO3)nnc1-c1cccs1,-15,11,1463,0,/,-2.1,-1,10,0,0.9,7
Cc1nc2ccc(NC(=O)NCCCO)cc2s1,/,4,1515,2,-0.33,-0.1,-5,0,-7,1,4
Cn1c(=O)[nH]c(=O)c2c1nc(Br)n2CCSc1nc2ccccc2o1,-17,3,1414,1,-0.11,2.3,1,7,3,0.9,-1
COc1ccc(S(=O)(=O)N(CCc2ccccc2)CC(=O)NC(C)C)cc1,/,9,1727,0,-0.044,0.1,-1,4,-6,1,5
S=C(Nc1ccccc1)Nc1ccc(Cl)cn1,-8,-3,1597,4,/,-0.7,41,13,-9,0.9,3
COC(=O)c1ccc(C2C(C(=O)c3cc4ccccc4o3)=C(O)C(=O)N2CCCN(C)C)cc1 (stereo not drawn),/,18,1943,22*,1.2,-0.5,-5,5,-5,0.9,29*
COC(=O)CCCNC(=O)OCc1ccc([N+](=O)[O-])cc1,/,3,1640,13,/,1.1,-6,10,4,0.9,-4
COc1cc(Br)cc2cc(C(=O)NCC3CCCO3)c(=O)oc12 (stereo not drawn),/,-1,1409,-1,1,-3.9,-2,-6,-1,1.1,13
O=C(O)Cc1ccc(C(=O)c2ccccc2F)s1,/,5,1388,0,-1,0.2,-4,12,-3,0.9,-3
CCC1CCC(NC(=O)Nc2cccc(OC)c2)CC1 (stereo not drawn),9,4,1694,2,-0.67,0.0,-4,-14,18,1.1,4
Cc1ccc(C(=O)C(OC(=O)CNC(=O)c2ccc(Cl)cc2)c2ccccc2)cc1 (stereo not drawn),/,1,1309,1,/,2.7,-6,19,-13,0.8,-2

# Next section.
# Order of values: S1P3 antag	PPARg SRC-2 ag	TR-FRET SRC-2 ct	PPARg SRC-1 ag	ROMK primary	Redox H2O2 prof	L major viab	bIAP inhibitor	TLR4 MyD88 comp	bIAP activator	PPARg SRC3 recr
- CCOC(=O)c1csc(NC(C)=O)n1
  -10	12	1658	8	-0.078	-0.8	0	15	4	0.8	2
- Cn1c(Cc2ccccc2)nnc1SCC(=O)NC1CCCCC1
  2	-2	1341	0	/	2.7	-5	5	-4	0.9	-3
- Cn1c(=O)c2c(ncn2CC(=O)OCC(=O)Nc2ccccc2Cl)n(C)c1=O
  4	3	1589	2	/	0.6	-4	26	-11	0.7	1
- CCN(CC)C(=O)CN(c1cc(Cl)ccc1OC)S(=O)(=O)c1ccc(C)c([N+](=O)[O-])c1
  2	-3	1541	4	-0.38	0.8	7	4	-4	1	2
- CCN(CC)c1ccc(/C=C(/C#N)c2nc3ccc(C)cc3[nH]2)c(OC(C)C)c1
  /	1	1540	7	/	0.0	100*	49	35*	0.5	8
- O=C1CC(c2ccccc2)CC(O)=C1C=Nc1ccc(Cl)cc1 (stereo not drawn)
  8	3	1622	4	-0.22	-0.1	50	-5	-2	1.1	2
- Cc1nn(Cc2cccc(C(=O)NCC(C)C)c2)c(C)c1Br
  /	4	1378	0	-1	-0.3	9	1	-1	1	14
- Cc1cccc(C)c1NC(=O)Cn1c(=O)n(CCCC(=O)NCc2ccco2)c(=O)c2sccc21
  6	5	1766	7	/	1.5	-2	-2	-20	1	3
- CCSC1=C(C#N)C(c2ccc(OC)c(OC)c2)CC(=O)N1 (stereo not drawn)
  -20	-5	1403	-4	/	1.4	11	6	-4	0.9	1
- Fc1ccc(C2CCCN2Cc2nc(Cc3ccccc3F)no2)cc1 (stereo not drawn)
  -4	12	1775	3	-0.24	1.4	31	-19	7	1.2	4
- COc1ccc2[nH]c3c(Cl)ncnc3c2c1
  4	0	1577	1	/	0.1	10	3	14	1	2
- O=C(Nn1c(SCc2cccc([N+](=O)[O-])c2)nc2ccccc2c1=O)c1ccccc1
  10	-2	1424	6	0.28	-0.1	9	5	-4	0.9	3
- O=C1N(c2ccc(Cl)cc2)C(c2ccc(Cl)cc2)N2CCCN12 (stereo not drawn)
  13	1	1580	7	-0.14	0.3	-3	-46	5	1.5	1
- CC(C)Cc1nnc(NC(=O)CN2C(=O)c3ccccc3C2=O)s1
  -5	5	1598	8	-0.019	0.3	-5	-10	8	1.1	-3
- Cc1ccc(C(=O)N(Cc2nc3ccccc3c(=O)[nH]2)C2CCCC2)cc1
  -12	-4	1428	-3	-1.4	-0.3	-4	-19	-12	1.2	-4
- O=C(c1ccc(N2CCCC2=O)cc1)N1CCOCC1
  9	6	1526	4	/	2.2	-1	7	4	0.9	-8
- CCc1ccc(C(=O)NN(C(=O)c2ccc(CC)cc2)C(C)(C)C)cc1
  -10	4	1503	3	/	-0.8	98*	5	-11	0.9	3
- O=C(NCCCCc1ccccc1)C1CC(c2ccccc2[N+](=O)[O-])=NO1 (stereo not drawn)
  /	6	1437	6	/	1.6	-4	-2	-5	1	3
- O=C(CCC(=O)N1CCOCC1)c1ccc(F)cc1
  -9	-3	1457	9	-0.05	-0.2	-3	-10	0	1.1	0

# Results in Redox H2O2 prof, for 2 of the compounds above:
SMILES	Redox H2O2 prof
COC(=O)CCCNC(=O)OCc1ccc([N+](=O)[O-])cc1	1.1
Cc1occc1-c1nnc(SCC(=O)N2CC(=O)Nc3ccccc32)n1CC(C)C	0.2
